TcdB GH inh: blocks C. difficile toxin B glycohydrolase activity; P18177; TcdB glycohydrolase enzymatic assay, plate reader; inhibition, % at 9.99 µM; hit rate 0.24% among 350,000; in the data active means inhibition above about 10%
Anthrax LF inh2: blocks Bacillus anthracis lethal factor protease | P15917 | multiplex microsphere protease cleavage assay, LF | inhibition, % at 10 µM | hit rate 0.12% among 360,000; further: plate controls were buffer without enzyme for full effect and enzyme alone for no effect
Target sequence (P15917 whole entry, looked up): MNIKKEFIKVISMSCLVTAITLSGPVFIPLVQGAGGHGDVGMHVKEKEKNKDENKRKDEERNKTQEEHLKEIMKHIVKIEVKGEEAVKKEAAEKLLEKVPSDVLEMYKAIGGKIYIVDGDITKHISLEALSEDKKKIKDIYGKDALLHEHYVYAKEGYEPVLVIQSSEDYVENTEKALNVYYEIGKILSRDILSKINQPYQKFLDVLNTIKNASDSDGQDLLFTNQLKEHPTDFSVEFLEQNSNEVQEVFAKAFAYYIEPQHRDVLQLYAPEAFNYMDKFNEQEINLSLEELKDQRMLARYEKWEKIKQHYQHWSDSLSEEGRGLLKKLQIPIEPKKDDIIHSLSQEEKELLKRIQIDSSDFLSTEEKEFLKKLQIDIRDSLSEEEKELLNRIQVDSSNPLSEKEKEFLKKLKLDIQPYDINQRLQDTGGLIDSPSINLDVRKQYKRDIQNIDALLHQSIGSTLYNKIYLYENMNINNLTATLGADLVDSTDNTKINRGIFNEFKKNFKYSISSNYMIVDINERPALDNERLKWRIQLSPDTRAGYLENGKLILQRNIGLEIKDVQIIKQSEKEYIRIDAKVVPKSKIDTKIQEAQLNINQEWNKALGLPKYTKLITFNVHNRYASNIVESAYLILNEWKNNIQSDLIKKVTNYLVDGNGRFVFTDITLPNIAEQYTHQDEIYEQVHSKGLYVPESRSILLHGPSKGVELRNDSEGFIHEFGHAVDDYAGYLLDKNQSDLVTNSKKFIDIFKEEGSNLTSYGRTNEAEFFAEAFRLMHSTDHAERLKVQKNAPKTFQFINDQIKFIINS
Y pestis TopoI: Y. pestis Topo-I inhibition via cleavage products | activity, % at 10 µM | Y. pestis Topo-I cleavage product accumulation, plate reader | hit rate 0.064% among 360,000; in the data active means activity above about 50%, passing the limit was not always enough; inconclusive means no clear call, values can overlap the other calls; further: inactives centre near 2
BoNT-F LC inh: BoNT F light chain protease inhibition; Multiplex microsphere protease cleavage assay, flow cytometry; inhibition, % at 10 µM; hit rate 0.22% among 360,000; in the data active means inhibition above about 35%, passing the limit was not always enough; inconclusive means no clear call, values can overlap the other calls; further: plate controls were buffer without enzyme for full effect and enzyme alone for no effect
BoNT A protease: BoNT A light chain protease inhibition; multiplex microsphere protease substrate cleavage, flow cytometry; hit rate 0.17% among 360,000; inhibition, % at 10 µM; AID 588499; further: plate controls were buffer without enzyme for full effect and enzyme alone for no effect
PrPC TRFRET: inhibitors of human cell surface prion protein PrPC | hit rate 0.43% among 370,000 | P04156 | AID 720596 | inhibition, % at 13.8 µM | TR-FRET read-out; in the data active means inhibition above about 24%; further: 0% = median of the test wells and 100% = reference compound wells
CCHFV vOTU inh: blocks the CCHF virus ovarian tumor domain protease. CCHFV vOTU protease, Pep-AMC fluorescence. inhibition, % at 11.5 µM. hit rate 0.55% among 370,000. AID 651958; in the data active means inhibition above about 30%; further: 0% = vehicle wells with enzyme and 100% = no enzyme wells
PfHsp40 yeast: compounds rescuing yeast from Plasmodium falciparum HSP40 toxicity; S. cerevisiae expressing PfHsp40, growth rescue, ATP luminescence; growth rescue, % at 12.5 µM; hit rate 0.68% among 340,000; in the data active means growth rescue above about 28%, passing the limit was not always enough; inconclusive means no clear call, values can overlap the other calls;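 further: yeast W303a lacking pdr1 and pdr3 grown in galactose medium; growth measured after three days at 30 °C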
FadD28 FP inh: inhibitors of Mycobacterium tuberculosis FadD28 bisubstrate binding. FadD28 bisubstrate probe binding, fluorescence polarization. inhibition, % at 12.5 µM. hit rate 0.22% among 360,000. AID 588549; in the data active means inhibition above about 8.5%, passing the limit was not always enough; inconclusive means no clear call, values can overlap the other calls
The depositor's hits bear a star; u = inconclusive; x = not tested or not shown. Unless noted, no stated cut-off is given here; in the data, active means inhibition above about 30%; inconclusive means no clear call, values can overlap the other calls; inactive means below that. No enrichment for hits (roughly 2.3% active in at least one column).

SMILES | TcdB GH inh | Anthrax LF inh2 | Y pestis TopoI | BoNT-F LC inh | BoNT A protease | PrPC TRFRET | CCHFV vOTU inh | PfHsp40 yeast | FadD28 FP inh
CC(C)CN=C(NS(=O)(=O)c1ccccc1)C(Cl)(Cl)Cl | 1.9 | 0 | 0 | -2 | 0.0 | -4 | -11 | -0.6 | -3.3
O=C(CSc1nnc2ncccn12)N1CCCCCC1 | x | -4 | 1 | -5 | -1.3 | 3 | -13 | 0.0 | -0.4
CCCNNC(=O)C(O)(c1ccccc1)c1ccccc1 | x | 2 | 2 | 4 | 1.1 | -2 | -3 | -1.4 | -2.9
Cc1ccc(-c2nn(CCC(=O)NN3CCOCC3)c(=O)c3ccccc23)cc1 | 2.4 | -7 | 3 | -5 | 0.0 | 3 | 2 | x | -4.0
COc1ccccc1-c1nnc(NC(=O)C2CCCN2S(=O)(=O)c2cccs2)o1 (configuration not stated) | -0.4 | 4 | 7 | -1 | 0.1 | -2 | 6 | x | -1.1
Cc1ccc(C(=O)CSc2nnc(COc3cccc(C)c3)o2)cc1 | x | u | 2 | 1 | -0.8 | 3 | 3 | 0.6 | 0.3
Cc1cccc(-n2c(-c3csc(C)c3C)n[nH]c2=S)c1 | 1.5 | -1 | -5 | -4 | -0.4 | 6 | 8 | 2.5 | 0.0
O=C(NC1CCCC1)C1CCCN(S(=O)(=O)c2ccc(F)cc2)C1 (configuration not stated) | 0.8 | -5 | 4 | 0 | 0.4 | 5 | -4 | -1.0 | -3.5
Cc1ccc(C(=O)C2CC2)c(C)c1 | 0.8 | -5 | -9 | 0 | -0.1 | 7 | -11 | 0.8 | -0.2
CC(=O)Nc1cccc(NC(=O)C2CCCN2C(=O)Nc2ccc(Cl)cc2)c1 (configuration not stated) | x | -6 | 9 | -4 | -1.1 | 0 | -2 | -1.3 | -0.3
CN(C)c1ccc(CN2CCCCC2)cc1 | x | 1 | -2 | -1 | 0.0 | 7 | 12 | -1.9 | 0.7
CCc1ccc(Nc2n[n+](-c3ccccc3)c(-c3c(Cl)cccc3Cl)s2)cc1 | 1.1 | -9 | 3 | -21 | -1.1 | 12 | 0 | -0.8 | -4.3
COc1ccc(C(=O)N2CCN(c3nc4cc(C)ccc4cc3C#N)CC2)c(OC)c1 | x | 0 | 16 | 2 | 1.9 | -8 | 3 | -0.7 | -1.2
CC(=O)c1cccc(-c2csc3ncnc(Sc4nnnn4C)c23)c1 | 0.2 | -1 | 1 | 0 | 0.4 | 10 | 0 | x | -2.8
COCC(=O)N(C)c1nnc(-c2ccc([N+](=O)[O-])cc2)s1 | -0.7 | 2 | -9 | 12 | 1.0 | -14 | 6 | -0.6 | 0.6
O=C(CNC(=O)C1CCCCC1)Nc1ccc(F)c(Cl)c1 | -0.3 | 1 | 5 | -3 | -0.7 | 4 | 0 | -0.5 | -5.8
COc1ccc(S(=O)(=O)N2CCOC2CNC(=O)C(=O)NCc2ccccn2)cc1OC (configuration not stated) | -1.6 | -13 | -5 | 0 | -0.3 | 2 | 5 | x | -3.4
COC(=O)[C@@H]1C[C@@]2(O)[C@H](O)[C@H](O)[C@H](O)C[C@H]2N1Cc1cc(OC)cc(OC)c1 | -2.3 | -4 | 0 | 4 | 0.0 | 4 | 17 | -0.5 | -0.3
Cc1sc2nc(C3CC3)nc(NCCNS(=O)(=O)c3ccccc3)c2c1C | 0.7 | -1 | 10 | -10 | -1.4 | 16 | 8 | 1.0 | -3.5
CCc1[nH]nc(C(=O)N2CCCC(N3CCN(c4ccccc4C)CC3)C2)c1C (configuration not stated) | 0.1 | -1 | 27 | 3 | 0.1 | 0 | 4 | -0.1 | -1.9
O=C(CN(C(=O)Cn1nnc(-c2cccs2)n1)c1ccc2c(c1)OCCO2)NCC1CCCO1 (configuration not stated) | x | -6 | 0 | 4 | 2.9 | 1 | -10 | 0.5 | -0.4
Cc1c(Cl)cccc1NC(=O)C1CCN(c2cnccn2)CC1 | -9.6 | 9 | 1 | 9 | 4.9 | 4 | -3 | 0.5 | -2.0
O=S(=O)(c1ccc(Cl)cc1)N1CCCCCC1 | 0.7 | x | 10 | x | x | 10 | 5 | -1.1 | -0.1
CC(C)(C)OC(=O)NCCCCCNC(=O)c1nc[nH]c1C(=O)N1CCc2ccccc2C1 | 2.2 | 4 | 34 | 4 | 0.1 | 6 | 2 | 0.0 | -2.6
Cc1ccc(CNC(=O)c2ccc(N3CCc4ccccc43)c([N+](=O)[O-])c2)cc1 | 0.7 | -4 | -5 | -7 | -0.6 | -13 | 10 | 7.4 | -0.5

Single values from the entries so far.
PfHsp40 yeast result of `O=C(NC1CCCC1)C1CCCN(S(=O)(=O)c2ccc(F)cc2)C1` (configuration not stated) reads -1.0
BoNT A protease result of `Cc1cccc(-n2c(-c3csc(C)c3C)n[nH]c2=S)c1` reads -0.4

The list goes on.
SMILES | TcdB GH inh | Anthrax LF inh2 | Y pestis TopoI | BoNT-F LC inh | BoNT A protease | PrPC TRFRET | CCHFV vOTU inh | PfHsp40 yeast | FadD28 FP inh
CC(=NNC(=O)c1ccncc1)c1ccc2ccccc2c1O | -1.7 | -1 | 1 | -3 | 0.3 | 10 | -2 | -0.9 | 0.7
CC(Cc1ccccc1)NC(=O)Cc1ccc(N(C)C)cc1 (configuration not stated) | -2.8 | 0 | -2 | -8 | -0.4 | 5 | -6 | -0.3 | -0.1
CC(=O)OC1CCC2C3CCc4cc(O)ccc4C3CCC12C (configuration not stated) | 0.8 | -2 | 4 | 5 | 0.7 | 3 | 7 | -1.9 | -0.7
COc1ccc(CC(=O)NC2CCSc3ccccc32)cc1OC (configuration not stated) | 2.9 | 1 | -1 | 12 | 2.4 | 5 | 6 | 0.5 | -3.2
COc1ccc2nc(Nc3ccccc3OC)sc2c1 | 0.1 | -2 | 4 | 2 | -0.5 | 2 | 13 | 3.3 | -0.4
Cc1nc([N+](=O)[O-])cn1CC(O)c1ccc(F)cc1 (configuration not stated) | 1.6 | x | -5 | x | x | 0 | -5 | -0.5 | -1.9
CN(CC(=O)NCc1ccncc1)S(=O)(=O)c1ccc(F)cc1 | 0.6 | -3 | 6 | 3 | -0.1 | 4 | -12 | 1.7 | -0.7
COc1ccccc1CCNC(=O)C(=O)NCC1OCCN1S(=O)(=O)c1ccc(F)cc1 (configuration not stated) | 0.7 | -1 | 10 | 1 | -0.5 | -5 | 5 | 0.8 | -4.3
COc1ccc(C(=O)N2CCN(c3ccc(C)c(C)c3)CC2)cc1OC | 1.4 | 8 | 16 | -4 | 0.7 | -3 | -1 | 1.3 | 0.1
CN(C)C(=O)COc1ccc(Br)cc1 | x | 1 | 1 | -3 | -0.7 | 6 | -8 | 0.3 | -2.3
COc1ccc(/C=C2\SC(=S)N(CCC(=O)NC3=NCCS3)C2=O)cc1OC | 0.6 | 0 | -4 | -2 | 2.9 | -3 | 0 | 0.1 | -3.6
Cc1ccc(NC(=O)C(c2ccccc2)c2ccccc2)nc1 | 2.2 | 21 | 0 | 1 | 2.7 | 7 | -3 | 2.2 | -2.1
CCOC(=O)N/N=C/c1ccc(N2CCOCC2)s1 | x | -1 | -5 | -3 | 0.5 | -8 | 28 | -0.2 | 0.1
COc1ccc(CCNC(=O)CC(C)S(=O)(=O)c2ccc3c(c2)NC(=O)CO3)cc1OC (configuration not stated) | 1.8 | 2 | -3 | -2 | -0.3 | -4 | 10 | 0.8 | -2.1
CCCCN(C(=O)CCCc1nc2ccccc2c(=O)[nH]1)c1c(N)n(CCCC)c(=O)[nH]c1=O | 0.6 | 0 | 4 | -1 | 0.8 | 4 | -6 | -0.6 | -1.2
Cc1sc2nc3c4ccccc4c(NCc4ccco4)nn3c(=O)c2c1C | x | 12 | 19 | 2 | 6.2 | -2 | -15 | 3.2 | -1.6
Cc1c(Cl)c(=O)oc2cc(OC(C)C)ccc12 | 0.7 | 2 | 15 | 2 | 0.7 | -7 | -182 | -1.6 | -2.3
O=C(NN=Cc1ccccc1)NN=Cc1ccccc1 | 1.2 | -3 | 13 | -4 | -0.7 | 1 | 5 | 1.6 | 0.7
COc1ccc(NC(=O)C2=C(C)Nc3ncnn3C2c2ccccc2C(F)(F)F)c(OC)c1 (configuration not stated) | x | 0 | 3 | -9 | -0.2 | 7 | -12 | 0.3 | -1.1
Nc1nc(=O)n(C2CCCCO2)cc1Br (configuration not stated) | 0.3 | -1 | -4 | -3 | 0.2 | -2 | -3 | -0.2 | -2.6
CCC(=O)c1ccc(OCC(O)Cn2cnc3ccccc32)cc1 (configuration not stated) | x | -2 | 8 | u | 1.6 | 1 | 5 | 0.7 | -2.6
CCN(CC)S(=O)(=O)c1ccc2[nH]cc(C(=O)NCCCN3CCCCC3C)c(=O)c2c1 (configuration not stated) | x | 3 | 3 | -4 | 0.0 | -4 | -17 | -0.3 | -5.1
CCOc1ccc(C(=O)Nc2sc3c(c2C(=O)OC)CC(C)(C)NC3(C)C)cc1 | 0.7 | 3 | 4 | -1 | -0.7 | -1 | -8 | -1.4 | -1.0
O=C1NC(c2cccc([N+](=O)[O-])c2)Oc2ccccc21 (configuration not stated) | 1.9 | 2 | -11 | -3 | 0.4 | -11 | 5 | 0.7 | 0.2
Cc1oc(C(C)(C)C)c(CN2CCOCC2)c1C(=O)O | 2.5 | -3 | 7 | -9 | -0.9 | 2 | -4 | -3.8 | 0.8

Of the compounds above, six have fluorine.
SMILES | TcdB GH inh | Anthrax LF inh2 | Y pestis TopoI | BoNT-F LC inh | BoNT A protease | PrPC TRFRET | CCHFV vOTU inh | PfHsp40 yeast | FadD28 FP inh
O=C(NC1CCCC1)C1CCCN(S(=O)(=O)c2ccc(F)cc2)C1 (configuration not stated) | 0.8 | -5 | 4 | 0 | 0.4 | 5 | -4 | -1.0 | -3.5
O=C(CNC(=O)C1CCCCC1)Nc1ccc(F)c(Cl)c1 | -0.3 | 1 | 5 | -3 | -0.7 | 4 | 0 | -0.5 | -5.8
Cc1nc([N+](=O)[O-])cn1CC(O)c1ccc(F)cc1 (configuration not stated) | 1.6 | x | -5 | x | x | 0 | -5 | -0.5 | -1.9
CN(CC(=O)NCc1ccncc1)S(=O)(=O)c1ccc(F)cc1 | 0.6 | -3 | 6 | 3 | -0.1 | 4 | -12 | 1.7 | -0.7
COc1ccccc1CCNC(=O)C(=O)NCC1OCCN1S(=O)(=O)c1ccc(F)cc1 (configuration not stated) | 0.7 | -1 | 10 | 1 | -0.5 | -5 | 5 | 0.8 | -4.3
COc1ccc(NC(=O)C2=C(C)Nc3ncnn3C2c2ccccc2C(F)(F)F)c(OC)c1 (configuration not stated) | x | 0 | 3 | -9 | -0.2 | 7 | -12 | 0.3 | -1.1

Following part
SMILES | TcdB GH inh | Anthrax LF inh2 | Y pestis TopoI | BoNT-F LC inh | BoNT A protease | PrPC TRFRET | CCHFV vOTU inh | PfHsp40 yeast | FadD28 FP inh
Cc1cc(C(=O)COC(=O)CCc2nc3ccccc3s2)c(C)n1C | x | -10 | 11 | 4 | 3.2 | -9 | 14 | -1.8 | -0.6
O=C(c1ccc(Oc2ccc(C(F)(F)F)cn2)cc1)N1CCN(c2ccccc2)CC1 | x | -3 | 0 | -4 | -0.6 | -7 | -1 | 1.6 | -0.4
CCn1c(=O)c(C(=O)NCCc2ccc(OC)c(OC)c2)c(O)c2ccccc21 | -0.3 | -13 | -6 | 10 | 0.9 | 15 | -1 | 10 | 2.9
O=C1CSc2nc3ccccc3n21 | x | 0 | 6 | 12 | 1.4 | 0 | -2 | -1.2 | -2.0
COc1ccc(NC(=O)c2ccco2)cc1NC(=O)c1ccco1 | x | -7 | -2 | -2 | -0.5 | 0 | -14 | -0.3 | 1.0
CCC(C)(C)NC(=O)C(c1ccccn1)N(C(=O)c1csnn1)c1ccc(C)c(C)c1 (configuration not stated) | 1.6 | -3 | 40 | -1 | -0.6 | 2 | 16 | -1.3 | -1.4
Nc1nc(-c2ccccc2)c(CCCNc2ccccc2)c(=O)[nH]1 | 1.7 | 2 | -6 | -3 | -0.5 | -2 | -1 | 0.6 | -2.1
COc1cc(NC(=O)c2ccccc2NS(=O)(=O)c2ccc(Cl)s2)cc(OC)c1 | -0.8 | -3 | -5 | 0 | 0.8 | 8 | 15 | -0.5 | -3.5
Cc1ccc(C(=O)CN2C(=O)NC3(CCc4ccccc43)C2=O)s1 (configuration not stated) | 0.7 | -6 | 6 | -7 | -0.4 | -4 | 2 | 0.2 | -0.6
